Bioassay records (PubChem BioAssay)
M1 ag parental = counter-screen for M1 agonists: effect in parental CHO-K1 cells; Fluo-8 calcium fluorescence; scaled to maximal ATP response, vehicle zero; activation, % at 3 µM; hit rate 0.48% among 360,000; in the data active = activation above about 15%;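 note: untransfected CHO-K1 host cells lacking M1 receptor as counterscreen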
CHO parental Ca = ATP-evoked calcium signal inhibitors, parental CHO, primary screen, counter-screen for OX1R antagonist project, cell-based, fluorescence, Fluo-8 calcium dye | parental CHO-K1, ATP-induced calcium, Fluo-8 fluorescence | inhibition, % at 5.6 µM | hit rate 0.63% among 330,000 | AID 463079, 2010;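 active = inhibition above that plate's mean sample inhibition plus 3 SD, cut at about 26% in these data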;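 note: 0% = ATP-challenged DMSO wells and 100% = DMSO wells without ATP; some compounds past the cut are filed as inactive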
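Material: parental CHO cells / Compound: single nominal dose of 5.6 µM per compound / Signal: Fluo-8 fluorescence / Replicates: singlicate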
M1 PAM = human M1 muscarinic receptor positive allosteric modulators, primary screen, CHO-K1 cells, Fluo-8 calcium fluorescence, 1536-well | CHO-K1 hM1, ACh EC20; 0% = ACh EC20, 100% = maximal ACh | activation, % at 3 µM | hit rate 0.088% among 360,000; in the data active = activation above about 19%, passing the limit was not always enough
Target sequence (P11229 whole entry, looked up): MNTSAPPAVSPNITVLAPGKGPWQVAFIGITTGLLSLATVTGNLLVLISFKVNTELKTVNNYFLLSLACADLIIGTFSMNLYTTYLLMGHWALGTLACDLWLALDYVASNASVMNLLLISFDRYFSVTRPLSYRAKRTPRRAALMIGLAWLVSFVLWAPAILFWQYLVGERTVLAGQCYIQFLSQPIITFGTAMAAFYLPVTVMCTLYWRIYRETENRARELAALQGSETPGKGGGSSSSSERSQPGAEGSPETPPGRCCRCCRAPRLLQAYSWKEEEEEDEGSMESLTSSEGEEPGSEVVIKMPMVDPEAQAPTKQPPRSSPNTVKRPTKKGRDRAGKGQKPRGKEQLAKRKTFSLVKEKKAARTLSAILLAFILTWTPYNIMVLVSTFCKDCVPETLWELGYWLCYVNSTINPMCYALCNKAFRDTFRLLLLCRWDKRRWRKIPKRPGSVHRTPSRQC
TAAR1 antag = human TAAR1 antagonists, primary screen, Fluo-8 calcium fluorescence, CHO RD-HGA16 cells; Trace amine-associated receptor 1 (Homo sapiens), Q96RJ0; antagonist; inhibition, % at 3 µM; hit rate 1.5% among 360,000; AID 624466, 2012;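 active = inhibition above a per-plate cutoff, the mean inhibition of test compounds on that plate plus 3 SD, cut at about 49% in these data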;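 note: 0% = DMSO plus EC80 beta-PEA response and 100% = DMSO alone without agonist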
Target sequence (Q96RJ0 whole entry, looked up): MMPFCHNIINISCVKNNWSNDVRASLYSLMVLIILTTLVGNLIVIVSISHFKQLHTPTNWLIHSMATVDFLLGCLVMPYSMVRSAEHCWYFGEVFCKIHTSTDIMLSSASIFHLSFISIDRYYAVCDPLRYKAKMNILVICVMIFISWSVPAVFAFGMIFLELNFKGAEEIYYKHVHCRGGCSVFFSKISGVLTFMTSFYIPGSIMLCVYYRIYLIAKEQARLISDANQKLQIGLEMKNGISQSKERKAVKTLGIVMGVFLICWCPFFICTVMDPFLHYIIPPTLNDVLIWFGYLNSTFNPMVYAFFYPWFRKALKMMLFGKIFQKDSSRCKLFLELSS
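Test system: CHO RD-HGA16 cells bearing hTAAR1 | Reagent: β-PEA, EC80 | Compound dosing: 3 µM, single point | Schedule: Dye loading 75 min at 37 °C, then 30 min room temperature | Signal: Calcium fluorescence with Fluo-8 | Evaluation: Percent inhibition of PEA-evoked calcium signal, max/basal emission ratio | Control set: DMSO-only wells and EC80 β-PEA-stimulated wells | Repeats: Singlicate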
CHRM1 agonist = human M1 muscarinic receptor agonists, primary screen, Fluo-8 calcium fluorescence, CHO-K1 cells, HTS; hit rate 0.33% among 360,000; CHO-K1 hM1, agonist mode; 0% DMSO, 100% acetylcholine EC100; activation, % at 3 µM;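 active = activation above the run's mean compound activation plus 3 SD, cut at about 16% in these data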;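 note: peak over basal fluorescence ratio within a 140 s kinetic read after compound addition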
M1 antag = human M1 muscarinic receptor antagonists, primary screen, CHO-K1 cells, Fluo-8 calcium fluorescence, 1536-well; Muscarinic acetylcholine receptor M1 (Homo sapiens), P11229; CHO-K1 hM1, ACh EC80 antagonist; inhibition, % at 3 µM; hit rate 1.3% among 360,000;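 active = percent inhibition above its own plate's cutoff, namely the mean of that plate's compound wells plus 3 SD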;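 note: peak over basal fluorescence ratio during 140 s after agonist addition; 0% = ACh EC80 plus DMSO and 100% = DMSO alone without agonist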
M1 PAM parental = nonselective calcium activators in parental CHO-K1 cells, primary screen, counter-screen for M1 PAM project, cell-based, Fluo-8 calcium fluorescence, full deck, 1536-well | ATP EC20; 0% at ATP EC20, 100% at ATP max | activation, % at 3 µM | hit rate 0.02% among 360,000;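 active = activation above the run cutoff, the mean activation of all test compounds plus 3 SD, cut at about 40% in these data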;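 note: peak over basal fluorescence ratio in a 140 s read after ATP addition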
CHO-K1 Ca antag = nonselective inhibitor or artifact in parental CHO-K1 cells; ATP-induced calcium, Fluo-8 fluorescence; inhibition, % at 3 µM; hit rate 0.6% among 360,000; AID 602250;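 active = inhibition above a per-plate cutoff, the plate's mean sample inhibition plus 3 SD, cut at about 24% in these data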;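 note: 0% = DMSO plus EC80 ATP and 100% = DMSO alone without ATP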
TAAR1 agonist = human TAAR1 agonists, primary screen, Fluo-8 calcium fluorescence, CHO RD-HGA16 cells. Trace amine-associated receptor 1 (Homo sapiens), Q96RJ0. hit rate 0.99% among 360,000. activation, % at 3 µM. vehicle wells 0%, saturating PEA agonist 100%;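 active = activation above the mean activation of all test compounds in the run plus 3 SD, cut at about 38% in these data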
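System: CHO RD-HGA16 cells carrying human TAAR1 plus Gα16; Incubation: 17-24 h seeding, 75 min 37 °C dye, 30 min RT; Measured by: Fluo-8 fluorescence, 5 s baseline then 140 s kinetic read; Control set: DMSO and PEA EC100; Replication: single well for each compound.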
* hit, by the source's call.

`Cc1ccc(C)c(Cn2cnc3c(nnn3-c3ccc(F)cc3)c2=O)c1` gave M1 ag parental -0.5, CHO parental Ca -3.9, M1 PAM 7.3, TAAR1 antag 71.7*, CHRM1 agonist -1.3, M1 antag -2.9, M1 PAM parental -13.6, CHO-K1 Ca antag 15.5 and TAAR1 agonist 30.2.
For O=C(NCCCC1CCCC1)C1CCC(=O)N(Cc2cccc(F)c2)C1 (stereo not given) the results were M1 ag parental 0.1, CHO parental Ca -12.2, M1 PAM 11.2, TAAR1 antag -15.6, CHRM1 agonist -2.5, M1 antag -13.4, M1 PAM parental -6.6, CHO-K1 Ca antag -10.4 and TAAR1 agonist 0.4.
Cc1ccc(C(=O)NCC2CCCN2S(=O)(=O)c2ccc(C)cc2)cc1 (stereo not given) was read as M1 ag parental -0.5, CHO parental Ca -21.7, M1 PAM -5.8, TAAR1 antag 7.2, CHRM1 agonist -3.1, M1 antag 6.7, M1 PAM parental -6.8, CHO-K1 Ca antag 5.8 and TAAR1 agonist 1.1.
For Cc1cccc(C)c1-n1nnnc1SCC(=O)c1c(N)n(C2CC2)c(=O)[nH]c1=O the results were M1 ag parental 0.7, CHO parental Ca 5.6, M1 PAM -0.9, TAAR1 antag -13.4, CHRM1 agonist 0.7, M1 antag 4.5, M1 PAM parental 10.9, CHO-K1 Ca antag -12.7 and TAAR1 agonist 19.5.
For CC(c1ccccc1)n1cc(C(=O)NCC2COc3ccccc3O2)nn1 (stereo not given) the results were M1 ag parental -0.4, CHO parental Ca -33.5, M1 PAM 12.9, TAAR1 antag -23.4, CHRM1 agonist -1.4, M1 antag -12.2, M1 PAM parental -4.7, CHO-K1 Ca antag 22.6 and TAAR1 agonist 1.3.
`Cc1cccc(OCCSc2nc3ncnc(N)c3[nH]2)c1` gave M1 ag parental 2.2, CHO parental Ca -11.8, M1 PAM 6.4, TAAR1 antag 10.1, CHRM1 agonist -4.9, M1 antag 0.6, M1 PAM parental 17.4, CHO-K1 Ca antag -8.9 and TAAR1 agonist 1.7.
CC(C)(C)c1ccc(C(=O)Nc2ccc(C(=O)N3CCOCC3)cc2)cc1 was read as M1 ag parental 5.4, CHO parental Ca -6.1, M1 PAM -2.9, TAAR1 antag -1.3, CHRM1 agonist -2.0, M1 antag 7.2, M1 PAM parental 4.0, CHO-K1 Ca antag -10.3 and TAAR1 agonist 8.9.
For CC(C)(C)c1ccc(C(=O)N2CCC(C(=O)NCCC3=CCCCC3)CC2)cc1 the results were M1 ag parental 2.4, CHO parental Ca -31.0, M1 PAM 4.1, TAAR1 antag -10.0, CHRM1 agonist 1.1, M1 antag -4.2, M1 PAM parental 15.2, CHO-K1 Ca antag -28.3 and TAAR1 agonist 6.2.
Screening O=C(CCNS(=O)(=O)c1ccc(Br)cc1)NC1CCN(Cc2ccccc2)CC1 returned M1 ag parental 2.1, CHO parental Ca -8.4, M1 PAM 15.1, TAAR1 antag -4.9, CHRM1 agonist -0.9, M1 antag -2.8, M1 PAM parental -3.4, CHO-K1 Ca antag -5.8 and TAAR1 agonist 2.1.
For COc1ccccc1CNS(=O)(=O)c1cc(C(=O)NCC2CCCO2)c(Cl)cc1Cl (stereo not given) the results were M1 ag parental 0.7, CHO parental Ca -21.8, M1 PAM -2.1, TAAR1 antag 4.8, CHRM1 agonist -3.1, M1 antag -6.1, M1 PAM parental 4.3, CHO-K1 Ca antag 0.7 and TAAR1 agonist 1.4.
Screening Cc1ccsc1/C=N/NC(=O)c1cccs1 returned M1 ag parental -0.1, CHO parental Ca -11.3, M1 PAM 2.1, TAAR1 antag -6.3, CHRM1 agonist -5.2, M1 antag -6.3, M1 PAM parental 10.6, CHO-K1 Ca antag -8.9 and TAAR1 agonist -3.4.
`O=C(/C=C/c1ccco1)Nc1cccc(C(=O)Nc2ccccc2C(=O)O)c1` gave M1 ag parental 0.2, CHO parental Ca -1.5, M1 PAM 12.1, TAAR1 antag -30.1, CHRM1 agonist -0.4, M1 antag -15.3, M1 PAM parental -5.7, CHO-K1 Ca antag -9.1 and TAAR1 agonist -2.3.
For Cc1ccc(/C=C/C(=O)c2ccccc2O)cc1 the results were M1 ag parental 1.2, CHO parental Ca -15.7, M1 PAM 0.6, TAAR1 antag 1.5, CHRM1 agonist -3.5, M1 antag -1.7, M1 PAM parental 22.3, CHO-K1 Ca antag -9.8 and TAAR1 agonist -1.5.
For COc1ccccc1C(=O)NNC(=O)c1cccc(Cl)c1 the results were M1 ag parental 0.1, CHO parental Ca -7.7, M1 PAM 2.6, TAAR1 antag 2.6, CHRM1 agonist -3.8, M1 antag 6.5, M1 PAM parental 10.8, CHO-K1 Ca antag 2.0 and TAAR1 agonist 9.8.
O=C(CNc1cccc(S(=O)(=O)N2CCOCC2)c1)Nc1ccccc1F was read as M1 ag parental 3.1, CHO parental Ca -11.8, M1 PAM 10.3, TAAR1 antag -14.5, CHRM1 agonist 0.1, M1 antag -8.7, M1 PAM parental 18.3, CHO-K1 Ca antag -9.2 and TAAR1 agonist 1.3.
Screening CCN(C(=S)NCc1ccccc1)c1cccc2ccccc12 returned M1 ag parental -0.9, CHO parental Ca -31.2, M1 PAM -1.5, TAAR1 antag -11.8, CHRM1 agonist -4.7, M1 antag 7.0, M1 PAM parental -10.8, CHO-K1 Ca antag -1.1 and TAAR1 agonist -0.4.
Screening O=S(=O)(c1ccc(F)cc1)n1ccc(-c2cccc(OCc3c(F)cccc3Cl)c2)n1 returned M1 ag parental 1.2, CHO parental Ca 13.1, M1 PAM 13.0, TAAR1 antag 1.1, CHRM1 agonist -3.3, M1 antag -13.9, M1 PAM parental 21.6, CHO-K1 Ca antag 0.0 and TAAR1 agonist 2.9.
For Cc1c(CCO)sc[n+]1CC(=O)OC12CC3CC(CC(C3)C1)C2 the results were M1 ag parental 0.3, CHO parental Ca 4.2, M1 PAM 4.4, TAAR1 antag -22.7, CHRM1 agonist -7.7, M1 antag -5.9, M1 PAM parental 14.5, CHO-K1 Ca antag 1.9 and TAAR1 agonist 3.6.
Screening CCCc1nc(SCC(=O)N2CCc3ccccc3C2)c2ccccc2n1 returned M1 ag parental 1.8, CHO parental Ca -19.5, M1 PAM -9.0, TAAR1 antag 26.7, CHRM1 agonist -7.4, M1 antag 6.9, M1 PAM parental 2.3, CHO-K1 Ca antag -9.5 and TAAR1 agonist -0.7.
`Cc1cc(C)n(-c2nc(-c3ccc(Cl)c(Cl)c3)cs2)n1` gave M1 ag parental 0.1, CHO parental Ca -12.5, M1 PAM 6.1, TAAR1 antag 0.8, CHRM1 agonist -2.1, M1 antag 3.1, M1 PAM parental 4.5, CHO-K1 Ca antag 3.2 and TAAR1 agonist 1.7.
For COc1ccc(Cl)cc1C(=O)N1CCN(c2ccccn2)CC1 the results were M1 ag parental 0.9, CHO parental Ca -18.7, M1 PAM 6.6, TAAR1 antag -9.0, CHRM1 agonist -2.1, M1 antag -12.1, M1 PAM parental 11.7, CHO-K1 Ca antag -13.1 and TAAR1 agonist 6.5.
CCOc1ccc(NC(=O)C(C)NS(=O)(=O)c2ccc(NC(C)=O)cc2)cc1 (stereo not given) was read as M1 ag parental 3.9, CHO parental Ca -12.6, M1 PAM 4.6, TAAR1 antag -2.4, CHRM1 agonist -4.5, M1 antag 1.9, M1 PAM parental 18.2, CHO-K1 Ca antag -0.3 and TAAR1 agonist 0.7.
CCOC(=O)C1C(=O)CC(C)(O)C(C(=O)OCC)C1c1ccc(C)s1 (stereo not given) was read as M1 ag parental 0.4, CHO parental Ca -12.8, M1 PAM 5.0, TAAR1 antag 2.0, CHRM1 agonist -2.0, M1 antag -3.9, M1 PAM parental 5.1, CHO-K1 Ca antag -14.3 and TAAR1 agonist 6.1.
Screening C[C@H]1CN([C@@H](C)CO)S(=O)(=O)c2ccc(Br)cc2O[C@H]1CN(C)C(=O)C1CCC1 returned M1 ag parental 0.9, M1 PAM 2.8, TAAR1 antag -3.8, CHRM1 agonist -1.7, M1 antag -14.1, M1 PAM parental 9.6, CHO-K1 Ca antag -6.2 and TAAR1 agonist 3.1.
`Cc1ccc(S(=O)CCNC(=O)Cc2ccc(Cl)cc2)cc1` (stereo not given) gave M1 ag parental 1.5, CHO parental Ca -13.6, M1 PAM 7.6, TAAR1 antag 7.6, CHRM1 agonist -4.2, M1 antag 3.9, M1 PAM parental 17.7, CHO-K1 Ca antag -5.4 and TAAR1 agonist 0.2.
`CCC(=O)NC(=S)Nc1ccc(NC(=O)c2cccnc2)cc1` gave M1 ag parental 0.1, CHO parental Ca -11.5, M1 PAM 8.6, TAAR1 antag 1.8, CHRM1 agonist 0.6, M1 antag 2.7, M1 PAM parental 10.6, CHO-K1 Ca antag -1.7 and TAAR1 agonist 0.4.
Screening O=C(c1cc(S(=O)(=O)N2CCCC2)c(Cl)cc1Cl)N1CCCC1 returned M1 ag parental 2.0, CHO parental Ca 0.2, M1 PAM 3.3, TAAR1 antag 3.8, CHRM1 agonist -4.3, M1 antag -2.2, M1 PAM parental 12.0, CHO-K1 Ca antag -11.8 and TAAR1 agonist -1.2.
C[C@H]1CN([C@@H](C)CO)C(=O)CCCn2nncc2CO[C@@H]1CN(C)Cc1ccc2c(c1)OCO2 was read as M1 ag parental -0.6, M1 PAM -4.0, TAAR1 antag -11.8, CHRM1 agonist -10.5, M1 antag -10.0, M1 PAM parental 3.5, CHO-K1 Ca antag -5.3 and TAAR1 agonist 0.6.
`CN(CC(=O)Nc1cccc(F)c1)CC(=O)Nc1cccc(S(=O)(=O)N2CCCCCC2)c1` gave M1 ag parental 5.9, CHO parental Ca -8.2, M1 PAM -10.2, TAAR1 antag 60.5*, CHRM1 agonist -0.9, M1 antag 25.7, M1 PAM parental -11.4, CHO-K1 Ca antag 6.4 and TAAR1 agonist 20.2.
Cc1cnc(=O)[nH]c1SCc1ccc(C(F)(F)F)cc1 was read as M1 ag parental 0.6, CHO parental Ca -26.1, M1 PAM -0.5, TAAR1 antag -28.1, CHRM1 agonist 2.0, M1 antag 0.9, M1 PAM parental -11.6, CHO-K1 Ca antag 8.3 and TAAR1 agonist 1.5.
For CC(=O)Nc1ccc(C(=O)N2CCCCC2c2cc(C(=O)Nc3ccccc3)no2)cc1 (stereo not given) the results were M1 ag parental 1.1, M1 PAM -2.8, TAAR1 antag -8.0, CHRM1 agonist -1.9, M1 antag -0.1, M1 PAM parental -5.2, CHO-K1 Ca antag 8.5 and TAAR1 agonist 3.0.
